Compound activity deposited in PubChem by Broad Institute.
ARNT-TACC3 inh: disruptors of human ARNT/TACC3 interaction. AlphaScreen His-ARNT PAS-B/GST-TACC3 binding, luminescence; TACC3 fragment carries E629A point mutation. 390,000 compounds, 0.66% hits. inhibition, % at 9.99 µM. AID 623870. Q9Y6A5;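 active = mean inhibition of replicates at least 50% and at least half of replicates each reaching 50%; inconclusive = half or more replicates reach 50% but mean below 50%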;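 also: 0% = complete ARNT plus TACC3 wells and 100% = ARNT alone without TACC3; many hits fall short of the cut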
E-sel inducer: induces E-selectin expression in human endothelial cells; P16581; HUVEC E-selectin immunofluorescence imaging; normalized: neutral wells 0, TNF-alpha wells 100; activation, % at 7.58 µM; 260,000 compounds, 0.37% hits;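 active = mean E-selectin-positive cell signal at least 10% of the positive control, reached in at least 60% of replicates, without over 20% cell loss; inconclusive = no rule given, readout overlaps actives, possibly toxicity-flagged; inactive = the rest, including those meeting only one limit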;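 also: in these data hits start at about 27%; measured in HUVEC primary endothelial cells; signal is the percent of cells scored E-selectin positive by PE staining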
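Test system: HUVEC | Signal: Immunofluorescence imaging | Read-out: Percent E-selectin-positive cells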
ERp5 block: inhibitors of human ERp5; Q15084; ERp5 insulin aggregation, absorbance 650 nm, 90 min; inhibition, % at 9.99 µM; 350,000 compounds, 0.05% hits; AID 651711;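 active = mean replicate inhibition above about 25%, with every replicate also reaching it, limit read from the data, passing the limit was not always enough; inconclusive = only one of those two criteria met; inactive = neither criterion met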
Target sequence (Q15084 whole entry, looked up): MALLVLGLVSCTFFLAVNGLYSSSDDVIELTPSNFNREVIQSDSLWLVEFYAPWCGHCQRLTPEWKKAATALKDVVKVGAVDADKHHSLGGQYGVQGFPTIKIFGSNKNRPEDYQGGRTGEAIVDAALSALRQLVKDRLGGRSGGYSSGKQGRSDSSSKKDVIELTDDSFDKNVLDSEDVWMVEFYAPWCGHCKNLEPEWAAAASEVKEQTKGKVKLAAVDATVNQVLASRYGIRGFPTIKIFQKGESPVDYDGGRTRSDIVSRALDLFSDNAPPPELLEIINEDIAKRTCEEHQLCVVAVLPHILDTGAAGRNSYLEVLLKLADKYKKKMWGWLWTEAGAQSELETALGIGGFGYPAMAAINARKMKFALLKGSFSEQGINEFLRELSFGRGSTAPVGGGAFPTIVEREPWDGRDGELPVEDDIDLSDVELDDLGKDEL
Casp6 inh: caspase-6 (human) enzyme inhibition | 350,000 compounds, 0.53% hits | inhibition, % at 12.5 µM | P55212 | purified caspase-6, Z-VEID-R110 cleavage fluorescence;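 active = mean inhibition across replicates at least about 35%, with every replicate also reaching that limit, limit read from the data; inconclusive = only one of the two criteria met; inactive = neither criterion met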;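 also: 0% = median of neutral control wells and 100% = no fluorescence left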
Target sequence (P55212 24-179 limits assumed): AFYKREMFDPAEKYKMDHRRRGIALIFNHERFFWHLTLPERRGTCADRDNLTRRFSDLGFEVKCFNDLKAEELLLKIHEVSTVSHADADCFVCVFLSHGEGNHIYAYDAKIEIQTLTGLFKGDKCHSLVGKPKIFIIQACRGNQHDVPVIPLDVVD
Target sequence (P55212 194-293 limits assumed): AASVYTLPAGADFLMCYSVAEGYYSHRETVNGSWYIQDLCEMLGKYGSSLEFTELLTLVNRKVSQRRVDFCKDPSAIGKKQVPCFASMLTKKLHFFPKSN
RAD54 inh: inhibitors of human RAD54 branch migration; RAD54 Holliday junction branch migration, FAM/BHQ fluorescence; inhibition, % at 10.4 µM; 360,000 compounds, 0.14% hits; AID 602329;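 active = mean normalized replicate activity at least 40 and at least half of replicates scoring 40 or more; inconclusive = only one of the two criteria met; inactive = mean below 40 and under half of replicates reaching 40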;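 also: 0% = median of neutral control wells and 100% = median of positive control wells; inhibitors cause a drop in the FAM fluorescence signal; in these data hits start at about 50%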
PglD DTNB: PglD (C. jejuni) enzyme inhibition; purified PglD enzyme, DTNB colorimetric CoA detection; 360,000 compounds, 0.098% hits; inhibition, % at 12.5 µM; in the data active = inhibition above about 16%, passing the limit was not always enough; inconclusive = no clear call, values can overlap the other calls; also: strong numbers were not always called active
RAD52 anneal inh: blocks human RAD52 DNA annealing. P43351. recombinant RAD52 DNA annealing, FRET fluorescence. inhibition, % at 18.7 µM. 360,000 compounds, 0.46% hits. AID 651710;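 active = every replicate showing at least 50% inhibition; inconclusive = mean inhibition at least 50% but not in every replicate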
esBAF inh: SWI/SNF esBAF complex inhibition; 350,000 compounds, 2% hits; reporter increase, % at 12.5 µM; AID 602393; mouse ES cells, Bmi1-luciferase knock-in reporter, 24 h; 100% = twice the neutral-well signal; in the data active = activation above about 40%; inconclusive = no clear call, values can overlap the other calls;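 also: 0% = median of the plate's neutral control wells and 100% = double that signal; a rise in the Bmi1 reporter signal indicates esBAF inhibition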
Numbers without * were called inactive; ? = inconclusive; nt = not tested or not shown; & = joins results of further samples.

Values in the order – ARNT-TACC3 inh, Casp6 inh, RAD52 anneal inh, ERp5 block, E-sel inducer, esBAF inh, PglD DTNB, RAD54 inh
COc1ccc(C2=NOC(C(=O)Nc3ccc4c(c3)OCO4)C2)cc1 (centres undefined)
 : -12, -2, -12, -6, nt, 11, 4, 4
CN(CC(=O)NC1CCCCCCC1)S(=O)(=O)c1cccc2cccnc12
 : -3, -3, 17, 2, nt, -1, 0, 8
O=C(O)C1=C[C@H](c2ccc(C(F)(F)F)cc2)C[C@H](OCc2ccc(CO)cc2)O1
 : 1&3, 1&9, 9&-21, 0&-8, -0.1, 3, 1&2, 0&-8
COC(=O)/C=C(\Oc1ccccc1)C1(O)CCCCC1
 : 1, 0, -3, 2, 1.5, -3, -3, -7
CC(C)CCN1CCN(Cc2cccn2-c2ccc(Cl)cn2)CC1CCO (centres undefined)
 : -9, 6, -8, -6, nt, -2, nt, nt
Cc1cccc(NC(=O)CSc2nnc(CNC(=O)c3ccco3)n2C)c1
 : -5, 5, -7, 1, nt, -6, 3, -18
C/C(CC(=O)Nc1ccc(N(C)C)cc1)=N\NC(=O)c1ccc(Cl)cc1Cl
 : 2, 1, -8, 2, nt, 12, 0, 10
S=C1NC2(CCCCC2)Cc2ccccc21
 : 4, nt, nt, nt, 2.7, -2, -2, -2
CCCNC(=O)N(C)C[C@@H]1Oc2cc(-c3ccccc3F)ccc2S(=O)(=O)N([C@H](C)CO)C[C@H]1C
 : -6, nt, -7, 4, -2.2, 1, 0, -5
CCOc1ccc(NC(=O)CSc2nnc(C3CC3)n2C)cc1S(=O)(=O)N1CCCCC1
 : -5, 1, -9, 4, 1.3, 7, -3, 7
Cc1cc(C)n(CCN(C)C(=O)C2CCC(=O)N(CCc3cccc(F)c3)C2)n1 (centres undefined)
 : -6, -2, -4, 4, nt, nt, nt, nt
COC(=O)C=CSC(=S)C1CCCC1=N (centres undefined)
 : nt, 15, -23, -6, -0.3, 34, -3, -15
CC(=O)c1ccccc1OCCOc1ccccc1C(C)=O
 : -6, -2, 6, -1, 0.4, 6, -5, -16
CC(=O)N1CC(C)Sc2ccc(S(=O)(=O)N3CCCCC3)cc21 (centres undefined)
 : 13, -3, -3, 5, 0.2, -1, 3, 4
CC(Sc1nnc(Cn2c(=O)sc3ccccc32)n1C)c1ccccc1 (centres undefined)
 : -4, 2, -1, 4, -0.3, -1, 5, -3
O=C(Nc1ccccc1C(=O)NCc1ccccc1)c1ccccc1Br
 : -2, nt, nt, nt, -0.2, nt, -5, 12
COc1ccc(F)c(CN2CCCC(CNS(=O)(=O)c3cccc4cccnc34)C2)c1 (centres undefined)
 : 9, -6, -130, 0, nt, 3, -6, -6
Cc1ccc2c(=O)n3c(nc2c1)C(CC(C)C)NC(=O)c1ccc(Cl)cc1-3 (centres undefined)
 : nt, 0, -13, 1, -0.1, nt, nt, nt
CCS(=O)(=O)Nc1ccc2c(c1)C(=O)N(C)[C@@H]1CC[C@H](CC(=O)NC3CCCCC3)O[C@H]1CO2
 : 0, 1, 0, 1, -0.2, 1, -1, -8
COc1ccc(NC(=O)Nc2ccc3c(c2)C(=O)N([C@H](C)CO)C[C@@H](C)[C@@H](CN(C)S(=O)(=O)c2ccc(F)cc2)O3)cc1
 : 7, nt, nt, nt, 40*, 3, 1, 2
COc1cc(/C=N/Nc2nncn2/N=C/c2ccc(O)c(OC)c2)ccc1O
 : 51*, 4, 33, -6, 19, nt, nt, nt
C=CCC(NC(C)c1ccccc1)c1ccco1 (centres undefined)
 : -7, nt, nt, nt, nt, 2, -6, 4
COc1ccccc1CN1CC(C(=O)N2CCC(C(=O)c3ccccc3)CC2)CCC1=O (centres undefined)
 : -4, 2, -5, 10, -0.9, 10, 0, 4
CCc1ccc(S(=O)(=O)N2CCN(C(=O)c3cccnc3)CC2)cc1
 : -14, -3, -6, 3, nt, -8, 1, -4
COc1cccc(CNCc2ccccc2Br)c1OC
 : 14, -2, -13, 2, nt, -3, 0, -1
O=C(C[C@@H]1C=C[C@H](NC(=O)C2CCOCC2)[C@@H](CO)O1)NCC1CC1
 : 8, 1, 8, 4, 0.0, 3, 2, -10
O=C(c1nc2ccccn2c1CNCC1OCCc2ccccc21)N1CCOCC1 (centres undefined)
 : -11, -1, -20, -3, nt, 6, -5, -1
O=C(C[C@@H]1CC[C@H]2[C@@H](COC[C@@H](O)CN2CC2CCCCC2)O1)NCc1ccc(Cl)cc1
 : -11, 0, 5, -1, 0.0, 3, -2, 1
O=C(C[C@H]1C[C@@H]2c3cc(NC(=O)C4CCC4)ccc3O[C@@H]2[C@@H](CO)O1)NCc1ccccc1
 : -3, 1, 2, 0, -0.7, 17, -2, -2
CCN(C(=O)CCS(=O)(=O)c1ccc(Br)cc1)c1ccc2c(c1)OCO2
 : 1, nt, nt, nt, nt, 3, -6, 6
O=C(CN1C(=O)c2cccc3cccc(c23)C1=O)N1CCN(Cc2ccc3c(c2)OCO3)CC1
 : 10, 2, -12, -6, nt, -11, -6, 12
COc1ccc(-n2c(SCCC(=O)O)nnc2-c2ccncc2)cc1
 : -2, nt, nt, nt, nt, -2, -9, 4
COC(=O)c1ccc(CNC(=O)c2ccc(OC)c(S(=O)(=O)NC3CC3)c2)cc1
 : nt, 0, -1, -4, -0.2, -8, 1, 0
Cc1ccc(C(C(=O)NC2CCCC2)N(C(=O)Cc2cccs2)c2ccc3c(c2)OCCO3)cc1 (centres undefined)
 : 4, nt, 6, 2, nt, -6, 7, 5
CC1=C(C)CC(C(=O)NCCc2ccccc2)C(C(=O)O)C1 (centres undefined)
 : -6, nt, nt, nt, nt, 4, -1, 2
O=C(Nc1ccccc1N1CCCC1)c1cc(=O)[nH]c2ccccc12
 : 3, 1, -14, -1, 0.2, 4, 2, -8
O=C(NC1CCCC1)c1nc(-c2c(F)cccc2F)oc1-c1ccccc1
 : nt, 2, -5, -3, 0.8, nt, nt, nt
CCCN(CC(=O)Nc1ccc(NC(C)=O)cc1)CC(=O)Nc1ccc(F)c(F)c1F
 : -9, 4, -5, -1, 2.2, -3, -8, -7
CCOc1ccc(N2C(=O)CC(n3nc(C)cc3C)C2=O)cc1 (centres undefined)
 : -10, nt, nt, nt, nt, -5, -2, -11
CCn1c(NCc2ccc(OC)cc2)nc2ccccc21
 : 9, 2, -3, 5, nt, 21, -3, 0
N#Cc1ccc(NC(=O)CSc2cn[nH]n2)cc1
 : nt, -4, 3, 1, -0.1, -4, 0, -5
O=C(NN1C(=O)c2ccccc2C1=O)c1ccncc1
 : -5, 2, -15, -2, nt, nt, nt, nt
CC(=O)N1CCC2(CC1)CC(=O)c1cc(OCC(=O)N3CCCC3)ccc1O2
 : 44, 1, -11, ?, 0.2, nt, nt, nt
O=C(Nc1nc2nc(-c3ccccc3)cc(-c3ccccc3)n2n1)c1ccco1
 : -1, nt, nt, nt, nt, 10, 5, -9
CCn1c(=O)cc(SCC(=O)Nc2ccc(OC)c(OC)c2)c2ccccc21
 : 0, nt, nt, nt, nt, 1, 2, 6
CCC(NC(=O)c1cccc(Cn2cc([N+](=O)[O-])cn2)c1)c1ccc(C(C)C)cc1 (centres undefined)
 : 4, nt, nt, nt, nt, -12, 3, -3
Cc1ccc(CNC(=O)CCn2ccc3cc(S(=O)(=O)N4CCCC4)ccc32)cc1
 : 2, 1, 7, 2, -0.3, -17, -2, -13
O=C(NC1=NCCS1)c1cccc(NC(=O)c2ccco2)c1
 : 10, nt, nt, nt, nt, -7, -2, -9
COc1ccc(OC)c(S(=O)(=O)Nc2c(F)cccc2F)c1
 : -8, nt, nt, nt, nt, -8, 3, 2
O=C(CNS(=O)(=O)c1ccccc1)N1CCCC1
 : nt, -1, -3, -6, -0.7, nt, nt, nt

The listing continues:
Values in the order – ARNT-TACC3 inh, Casp6 inh, RAD52 anneal inh, ERp5 block, E-sel inducer, esBAF inh, PglD DTNB, RAD54 inh
O=c1[nH]c(-c2ccccc2Cl)nc2c1sc(=S)n2-c1ccccc1
 : nt, -2, -11, 0, 4.7, nt, nt, nt
CC1CN(c2cc(=O)n(-c3ccc(Cl)cc3)c(=O)[nH]2)CC(C)O1 (centres undefined)
 : -3, -4, 9, -1, 1.1, -2, 1, 8
Cc1cccc(CN(C)C)c1CC(O)(c1ccccc1)c1ccccc1
 : -7, -5, -18, -5, -0.1, nt, nt, nt
CC(=O)OC(C(=O)NC1CCCCC1)c1ccc(Cl)c(Cl)c1 (centres undefined)
 : -12, 2, -6, 5, nt, nt, nt, nt
O=C(CC(NC(=O)OCc1ccccc1)C(=O)OCc1ccccc1)OCc1ccccc1 (centres undefined)
 : -13, 3, -19, 6, 0.1, 9, nt, nt
Cc1ccc(C2(c3ccccc3)NC(=O)N(CC(=O)NC3CCCCC3)C2=O)cc1C (centres undefined)
 : -1, 3, -19, -1, 0.8, 2, -2, 6
Cc1ccc(C)c(-c2cc(C(=O)N/N=C/c3cccnc3)c3ccccc3n2)c1
 : nt, 3, -7, 1, nt, -2, -1, -3
CCCc1cn(CC[C@@H]2CC[C@@H](NC(=O)C3CCOCC3)[C@H](CO)O2)nn1
 : -8, -1, 7, -2, 0.1, -4, 3, -12
CCOC(=O)c1c[nH]c2ccc3ccccc3c2c1=O
 : -4, 0, -8, 0, 0.1, 14, 9, 4
CCN(CC)S(=O)(=O)c1cccc(-c2nnc(SCCCC(=O)c3ccc(F)cc3)o2)c1
 : -1, nt, nt, nt, nt, 6, 1, -2
COc1cccc(C(=O)Nc2ccc3c(c2)C(=O)N(C)[C@H]2CC[C@@H](CC(=O)NCC4CC4)O[C@H]2CO3)c1
 : -16, 0, 9, -2, -0.1, 4, -4, 1
COCCN(CCOC)Cc1c(C)[nH]c2c(C)c(C)ccc2c1=O
 : -6, -1, -4, 3, nt, 0, 3, -20
c1ccc(NC2=NCCN2CC2CCCC2)cc1
 : 18, 1, -16, -1, 0.1, -2, -2, 3
CN(C)c1ccc(CNC(=O)CCS(=O)(=O)c2ccc3c(c2)n(C)c(=O)c(=O)n3C)cc1
 : -7, nt, nt, nt, nt, -4, -4, -4
CCN(CC)S(=O)(=O)c1ccc2[nH]cc(C(=O)NC3CC3)c(=O)c2c1
 : nt, 6, -10, -2, 0.1, nt, nt, nt
COc1ccc(C(c2nnnn2-c2ccc(OC)cc2)N2CCN(C/C=C/c3ccccc3)CC2)cc1 (centres undefined)
 : nt, -1, -32, 0, -0.2, -6, 3, 8

Part of the list above, reduced to E-sel inducer, PglD DTNB and RAD54 inh.
SMILES	E-sel inducer	PglD DTNB	RAD54 inh
CCN(CC)S(=O)(=O)c1ccc2[nH]cc(C(=O)NC3CC3)c(=O)c2c1	0.1	nt	nt
COc1ccc(C(c2nnnn2-c2ccc(OC)cc2)N2CCN(C/C=C/c3ccccc3)CC2)cc1 (centres undefined)	-0.2	3	8
